# Mtb BioA inh: blocks M. tuberculosis BioA enzyme activity | 360,000 tested, 0.096% active | inhibition, % at 9.99 µM | purified M. tuberculosis BioA enzyme, plate reader | AID 602481; in the data active = inhibition above about 40%; inconclusive = no clear call, values can overlap the other calls
# MazF activator: increases E. coli MazEF RNase cleavage of RNA | 350,000 tested, 0.32% active | FAM/BHQ RNA-DNA oligo cleavage fluorescence, 5 h | P0AE70 | activation, % at 20 µM; in the data active = activation above about 50%
# Target sequence (P0AE70 whole entry, looked up): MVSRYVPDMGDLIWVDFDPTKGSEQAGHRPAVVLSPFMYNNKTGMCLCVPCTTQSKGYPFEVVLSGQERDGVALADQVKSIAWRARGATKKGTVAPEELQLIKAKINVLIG
# BoNT-F LC inh: inhibitors of Botulinum neurotoxin F light chain protease | AID 588497 | 360,000 tested, 0.22% active | inhibition, % at 10 µM | Multiplex microsphere protease cleavage assay, flow cytometry; in the data active = inhibition above about 35%, passing the limit was not always enough; inconclusive = no clear call, values can overlap the other calls; also: plate controls were buffer without enzyme for full effect and enzyme alone for no effect
# GDH-TPI counter: counter-screen for M. tuberculosis FBA inhibitors: GDH-TPI coupled enzymes; GDH-TPI coupled enzyme counterscreen, NADH absorbance; inhibition, % at 4.8 µM; 360,000 tested, 1.2% active; AID 588335; in the data active = inhibition above about 30%;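 also: 0% = DMSO wells and 100% = wells lacking the enzyme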
# Mtb FBA inh: Mtb fructose-bisphosphate aldolase inhibition; purified M. tuberculosis FBA, fluorescence read-out; inhibition, % at 1 µM; 360,000 tested, 2.3% active; AID 588726; in the data active = inhibition above about 27%;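 also: 0% = vehicle and 100% = reference inhibitor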
# UGM FP inh: Mtb UDP-galactopyranose mutase inhibition | P9WIQ1 | inhibition, % at 10 µM | purified UGM, fluorescence polarization probe displacement | AID 504406 | 320,000 tested, 0.06% active; in the data active = inhibition above about 10%, passing the limit was not always enough; inconclusive = no clear call, values can overlap the other calls
# Target sequence (P9WIQ1 whole entry, looked up): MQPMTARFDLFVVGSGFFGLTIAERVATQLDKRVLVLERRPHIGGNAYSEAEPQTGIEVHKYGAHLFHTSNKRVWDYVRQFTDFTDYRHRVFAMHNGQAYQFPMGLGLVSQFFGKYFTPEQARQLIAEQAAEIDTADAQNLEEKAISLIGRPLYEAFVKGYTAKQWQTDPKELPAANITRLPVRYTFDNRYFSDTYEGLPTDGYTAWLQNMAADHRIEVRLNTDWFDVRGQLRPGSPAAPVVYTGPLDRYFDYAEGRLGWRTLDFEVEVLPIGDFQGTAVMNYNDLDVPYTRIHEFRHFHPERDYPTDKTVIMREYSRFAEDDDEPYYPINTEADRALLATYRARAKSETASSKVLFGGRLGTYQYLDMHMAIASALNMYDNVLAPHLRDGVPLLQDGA
# Rv3671c inh: Rv3671c (M. tuberculosis) protease inhibition. P9WHR9. inhibition, % at 5.96 µM. 320,000 tested, 0.048% active. AID 2606; in the data active = inhibition above about 38%;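 also: extracellular domain of Rv3671c used as enzyme; 0% = enzyme with DMSO and 100% = no enzyme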
# Target sequence (P9WHR9 whole entry, looked up, the tested form may be a part): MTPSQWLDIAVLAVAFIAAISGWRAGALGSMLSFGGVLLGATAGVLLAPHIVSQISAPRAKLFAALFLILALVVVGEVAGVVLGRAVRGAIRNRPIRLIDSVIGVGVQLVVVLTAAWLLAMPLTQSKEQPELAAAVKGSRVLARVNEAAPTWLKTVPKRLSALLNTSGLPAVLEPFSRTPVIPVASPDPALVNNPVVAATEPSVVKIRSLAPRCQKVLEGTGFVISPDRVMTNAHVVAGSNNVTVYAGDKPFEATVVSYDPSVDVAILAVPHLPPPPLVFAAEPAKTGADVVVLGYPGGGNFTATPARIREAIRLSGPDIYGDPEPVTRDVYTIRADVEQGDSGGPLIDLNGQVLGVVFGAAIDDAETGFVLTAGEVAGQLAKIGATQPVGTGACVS
# FadD28 binding: blocks FadD28 binding to the bisubstrate probe; 360,000 tested, 0.22% active; inhibition, % at 12.5 µM; fluorescence polarization; in the data active = inhibition above about 8.5%, passing the limit was not always enough; inconclusive = no clear call, values can overlap the other calls
# PrPC surface inh: inhibitors of human cell surface prion protein PrPC; inhibition, % at 13.8 µM; TR-FRET read-out; AID 720596; 370,000 tested, 0.43% active; P04156; in the data active = inhibition above about 24%; also: 0% = median of the test wells and 100% = reference compound wells
# Starred values were filed as active, the others as inactive; ? = inconclusive; / = not tested or not shown; + = active, no number; & = joins results of further samples.
# Results follow in this order: Mtb BioA inh, MazF activator, BoNT-F LC inh, GDH-TPI counter, Mtb FBA inh, UGM FP inh, Rv3671c inh, FadD28 binding, PrPC surface inh
Cc1ccn2cc(CNS(=O)(=O)c3ccc4c(c3)OCCO4)nc2c1
 : -1.4, 10, -2, 7, 0, -2.7, -5, -2.5, -3
COc1ccc(CC(=O)Nc2ccc(S(=O)(=O)N3CCCC3)cc2)c(OC)c1
 : -0.6, 1, -10, -1, 0, -4.8, -4, -3.2, 5
Cn1c(=O)[nH]c(=O)c2c1nc(Br)n2CCCO
 : 0.4, -9, 10, 2, -1, 3.1, 7, -0.3, -4
O=C(C#Cc1ccccc1)Nc1ccccc1F
 : 0.6, 5, 1, -6, 1, -3.2, 2, -0.5, -3
Cn1cccc1C(=O)OCC(=O)NC(=O)c1ccc(Cl)cc1
 : -0.5, 7, 2, 2, -1, -0.1, 5, -1.3, -6
CCN(CC)S(=O)(=O)c1ccc(N2CCOCC2)c(NC(=O)c2ccc(C#N)cc2)c1
 : /, -15, -12, 4, 3, 2.5, -4, -1.9, -2
CCOC(=O)c1cnn(-c2cc(Oc3ccccc3C)ncn2)c1N
 : -1.1, 5, -13, 1, 1, 2.7, 3, 0.3, 4
CC1Oc2ccccc2N(CC(=O)Nc2ccc3c(c2)OCO3)C1=O (stereo not given)
 : -1.7, 8, -12, 4, -1, -0.9, 6, 0.8, 11
CCN(CC(=O)Nc1ccc(NC(C)=O)cc1)C(=O)c1oc2ccccc2c1C
 : 0.0, -6, 0, -1, 1, -0.3, 0, -1.8, 4
CCOc1ccc(C(=O)CCC(=O)NC(CC(C)C)C(=O)OC)cc1 (stereo not given)
 : -1.3, -8, 8, -1, -1, 0.9, 0, -2.9, 5
Oc1ccc(/C=C/c2ccnc3ccccc23)cc1
 : -1.1, 1, 1, 22, 2, -2.0, -14, -1.9, 3
Cc1cc(NC(=O)CCN2CCC(C(N)=O)CC2)ccc1Br
 : 1.0, -9, -9, 11, -2, 0.1, -11, -2.8, 0
Cc1cc(-c2nn(-c3ccccc3F)cc2CNCCc2cnc[nH]2)c(C)s1
 : 4.5, -1, -8, -4, 1, -2.5, 1, -8.8, -5
COc1ccc(C(=O)Oc2ccc[nH]c2=O)cc1
 : /, 5, 23, 19, 1, -0.5, -9, -2.6, 6
COC(=O)CC1C(=O)NCCN1C(=O)c1ccc2oc(C(C)C)nc2c1 (stereo not given)
 : 0.8, 5, 3, -20, -6, -1.0, 6, -4.0, 8
CCOC(=O)C1=C(O)/C(=C/c2cccc(OC)c2O)N=C1C
 : /, -7, -3, 16, -11, 0.2, -1, -1.6, -16
COc1ccc2c(=O)c(N3C(=O)c4ccccc4C3=O)coc2c1
 : 0.2, 4, 9, 5, 8, 0.6, -3, -0.9, 9
CC(C)Cn1c(N)c(C(=O)COC(=O)C2=COCCO2)c(=O)n(C)c1=O
 : -1.4, 5, -2, 7, 3, -0.9, -4, 0.4, 4
COc1ccc(-c2cc(-c3nnc(COC(=O)c4ccc(O)cc4)o3)c3ccccc3n2)cc1OC
 : 0.2, 2, 2, -4, 2, 2.5, -102, -4.9, -29
COc1ccc(O)c(/C=c2/sc3nc4cc(C)c(C)cc4n3c2=O)c1
 : /, 5, 3, 9, 3, /, /, 0.5, 3
Cc1nn(C(=O)c2ccco2)c(C)c1Sc1ccccc1
 : 1.0, -1, -29, 0, -2, 0.2, 11, -0.4, -4
COC1(OC)C=CC(=O)C=C1NC(=O)c1ccccc1OC(C)=O
 : -3.7, -17, -3, 17, -2, -0.1, -12, 0.3, -8
CC1(C(=O)NS(=O)(=O)c2ccc(Br)cc2)CCN1C(=O)CC1CCCCC1 (stereo not given)
 : 0.9, /, -2, 6, 2, /, /, -1.9, -4
OCC[C@@H]1C[C@@H](O)[C@H](O)[C@]2(Cc3ccccc3CO2)O1
 : -1.0, 9, -5, 7, -4, -1.3, 9, -1.9, -2
CCCC1(C(=O)OCC)NC(c2ccc(N(C)C)cc2)C2C(=O)N(c3ccc(OCC)cc3)C(=O)C21 (stereo not given)
 : 0.7, 4, -3, 8, -1, 0.2, -7, -1.7, -3
CC(C)NC(=O)C1(C)CCN1C(=O)C1(c2ccccc2)CCCC1 (stereo not given)
 : 3.6, /, 12, 0, -1, /, /, -1.4, 0
Cc1ccccc1COC(=O)c1cc([N+](=O)[O-])ccc1N1CCOCC1
 : -1.8, 2, 9, 15, 3, 0.8, 5, -1.1, -5
O=C(COc1ccc(Cl)cc1Cl)NCCN1CCCC1
 : -0.3, 4, -7, -6, -1, /, /, -4.7, 4
CCC(=O)Nc1ccccc1C(=O)OCC(=O)c1cccc2ccccc12
 : 0.9, 8, -3, 13, 0, 2.2, -15, -2.2, 7
Cc1ccc(C(=O)NNC(=O)c2cccs2)cc1
 : /, -4, -1, 0, -6, 0.9, -1, -2.9, 14

# 9 entries from above in another layout.
canonical_smiles	Mtb BioA inh	MazF activator	BoNT-F LC inh	GDH-TPI counter	Mtb FBA inh	UGM FP inh	Rv3671c inh	FadD28 binding	PrPC surface inh
COc1ccc(CC(=O)Nc2ccc(S(=O)(=O)N3CCCC3)cc2)c(OC)c1	-0.6	1	-10	-1	0	-4.8	-4	-3.2	5
Cn1c(=O)[nH]c(=O)c2c1nc(Br)n2CCCO	0.4	-9	10	2	-1	3.1	7	-0.3	-4
O=C(C#Cc1ccccc1)Nc1ccccc1F	0.6	5	1	-6	1	-3.2	2	-0.5	-3
Cn1cccc1C(=O)OCC(=O)NC(=O)c1ccc(Cl)cc1	-0.5	7	2	2	-1	-0.1	5	-1.3	-6
CCN(CC)S(=O)(=O)c1ccc(N2CCOCC2)c(NC(=O)c2ccc(C#N)cc2)c1	/	-15	-12	4	3	2.5	-4	-1.9	-2
CCOC(=O)c1cnn(-c2cc(Oc3ccccc3C)ncn2)c1N	-1.1	5	-13	1	1	2.7	3	0.3	4
CC1Oc2ccccc2N(CC(=O)Nc2ccc3c(c2)OCO3)C1=O (stereo not given)	-1.7	8	-12	4	-1	-0.9	6	0.8	11
CCN(CC(=O)Nc1ccc(NC(C)=O)cc1)C(=O)c1oc2ccccc2c1C	0.0	-6	0	-1	1	-0.3	0	-1.8	4
CCOc1ccc(C(=O)CCC(=O)NC(CC(C)C)C(=O)OC)cc1 (stereo not given)	-1.3	-8	8	-1	-1	0.9	0	-2.9	5

# The list continues:
# Results follow in this order: Mtb BioA inh, MazF activator, BoNT-F LC inh, GDH-TPI counter, Mtb FBA inh, UGM FP inh, Rv3671c inh, FadD28 binding, PrPC surface inh
N#CC1(NC(=O)COC(=O)c2cccc(-n3cnnn3)c2)CCCCC1
 : 0.4, 7, -5, 0, -1, 1.6, -3, -2.3, -2
CCCOc1ccc(CSC(CC(=O)O)C(=O)O)cc1 (stereo not given)
 : -2.0, -11, ?, -3, 5, 2.1, 4, -2.1, -3
CCNC(=S)NNC(=O)c1ccc(OC)cc1
 : -2.1, -3, -2, 4, -1, -0.8, -2, 0.0, 1
Cc1ccc(N(CC(=O)NC2CCCCC2)C(=O)CCCC(=O)Nc2ccccn2)cc1
 : -1.3, 1, -5, 16, -3, -2.2, -6, 0.3, 4
O=C(CCN1C(=O)c2ccccc2S1(=O)=O)Nc1cc(Cl)ccc1Cl
 : 0.6, 4, -11, 6, -3, 3.3, -1, -2.3, -3
COc1ccccc1N1CCN(CC(=O)Nc2ccccc2C(=O)NCCc2ccccc2)CC1
 : -1.9, 6, -5, 4, -3, /, -6, -4.2, 0
CSc1nnc(C)c(=O)n1COC(=O)c1ccc(S(=O)(=O)N2CCOCC2)cc1
 : /, 6, 2, -4, -6, 0.3, 1, -1.9, 2
Fc1ccc(-c2n[nH]c(=S)c3ccccc23)cc1
 : 0.0, 12, -6, 0, -2, -1.1, 0, -3.3, -7
CCc1cccc(C)c1NC(=O)c1ccc(CN2CCc3ccccc3C2)cc1
 : /, -2, 5, 11, -1, -3.9, -11, -1.5, 7
COc1cc(OC)c(C2=NOC(C(=O)N3CCCc4ccccc43)C2)cc1Cl (stereo not given)
 : -1.3, -4, 0, 1, -1, -3.1, 1, -1.6, 4
O=c1ccc2cc(S(=O)(=O)Nc3ccccc3F)ccc2o1
 : -0.9, -23, -3, 7, -1, 3.1, 1, 0.4, -1
CCS(=O)(=O)N1CCN(C(=O)COc2ccc(-c3ccccc3)cc2)CC1
 : -1.5, 2, 0, -16, -4, 3.1, -10, -1.6, -6
COc1ccccc1/C=C/CN1CCSCC1
 : -1.1, -1, 8, 10, -2, 0.2, 0, -4.6, -3
O=c1cc(O)nc(SCc2ccccc2)n1-c1ccccc1
 : 0.5, -7&-3, -4&9, 1&-1, -2&1, -1.3&2.3, -10&-28, -1.3&-2.7, -1&8
CCCn1nnc(NC(=O)Cc2ccc(Cl)cc2)n1
 : 1.1, -1, 0, -7, -1, 3.1, 6, -3.5, 1
Cc1ccccc1C(=O)c1cccn1CC(=O)NCCCN1CC(C)CC(C)C1 (stereo not given)
 : /, 9, -5, 12, 1, 0.0, 2, 0.7, -8
CC(NS(=O)(=O)c1ccc2c(c1)oc(=O)n2C)c1ccccc1 (stereo not given)
 : 2.4, -101, -4, -1, -1, -0.6, 4, -4.2, -3
O=C1c2cc(CO)cc(O)c2C(=O)c2c(O[C@@H]3OC(CO)[C@@H](O)[C@@H](O)[C@@H]3O)cccc21 (stereo not given in full)
 : -1.0, 7, -7, 5, -3, -0.2, -7, 0.8, -49
O=S(=O)(c1ccc(OC(F)(F)F)cc1)N1CCC(O)(c2cccc(C(F)(F)F)c2)CC1
 : 0.2, 2, -20, 6, -2, 2.2, -36, -2.6, -6
CC(=O)N[C@@H](Cc1c[nH]c2ccccc12)C(=O)OCC(=O)Nc1cc(C)on1
 : /, 3, -12, 0, 0, /, /, -1.0, 7
CCN(CC)C(=O)CSc1nc2c(sc(=S)n2-c2ccccc2)c(=O)[nH]1
 : /, 8, 1, 14, -2, -0.3, 5, -2.1, 4
COc1ccc(-c2cc3nc(C)cc(C)n3n2)cc1
 : 1.6, 1, -2, 6, 17, 4.3, -7, -4.4, 4
CCOC(=O)c1sc(C)c2c1NC1(CCCCCC1)NC2=O
 : -2.0, -5, 2, 10, 6, 0.6, 8, -0.2, -1
COc1ccc2cc3cc(C(=O)NCCN4CCN(c5ccccc5F)CC4)oc3nc2c1
 : 3.5, -3, 7, 34*, +, -1.6, -8, -6.2, -2
Cc1ccc(S(=O)(=O)N2CCN(S(C)(=O)=O)CC2)cc1
 : /, 6, 2, 6, 2, -0.2, -5, -2.1, 3
Cc1c(NC(=O)Nc2cc(Cl)ccc2Cl)c(=O)n(-c2ccccc2)n1C
 : -0.8, 2, -2, -8, 1, 0.1, -11, -3.0, -1
CC1=CCC[C@@H]2[C@@](C)(CC/C(C)=C/C(=O)O)[C@H](C)CC[C@@]12C
 : 2.6, -1, 0, 1, -2, 2.3, 1, -6.2, -1
Cc1ccc(S(=O)(=O)N2CC3(O)CN(C(=O)OC(C)C)N(C(=O)OC(C)C)CC3(OC(=O)NCc3ccco3)C2)cc1 (stereo not given)
 : 1.9, 6, -5, 0, 1, /, /, -1.6, -8
c1ccc(-c2nnc(-c3ccccc3)o2)cc1
 : -0.4, 5, 0, 5, 4, /, -6, -2.6, -2
COc1ccc(OC)c(-n2c(SCC(=O)N3CCc4ccccc43)nc3c(c2=O)SCC3)c1
 : -1.3, 0, -2, 16, -3, -1.1, -2, -1.7, /
